Screening results from PubChem BioAssay.
D2 antagonist: antagonists of human D2 dopamine receptor. P14416. HEK293 TREx D2 cells, calcium flux, dopamine EC80. inhibition, % at 10 µM. 340,000 compounds, 2% hits. AID 485344; in the data active means inhibition above about 30%; further: 0% is about no effect
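Read-out: kinetic calcium fluorescence (1 cycle/s) in inducible HEK293 T-REx D2 cells after an EC80 dopamine addition that followed 180 s compound preincubation. Loss of the dopamine response indicates antagonism.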
TrxR1 inh: blocks rat thioredoxin reductase 1; O89049; recombinant rTrxR1, NADPH fluorescence consumption, selenite substrate; Potency, µM (series often up to 114 µM), inactives show top-dose activity change, negative = inhibition, actives largely listed as inhibitors; 390,000 compounds, 1% hits; AID 588453; further: potency means the concentration at half of the fitted maximal effect; on the % scale 0 is the no-effect control and ±100 the full control effect; nearly all actives have a fitted effect of over 65% in size
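Rat TrxR1 (90 nM in the dispensed reagent) was pre-reduced with 400 uM NADPH for 5 min at room temperature, then incubated with compound for 15 min. After 400 uM selenite was added, NADPH fluorescence (Ex 340/Em 450 nm) was followed for 8 min.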
D2 ag: activates the human D2 dopamine receptor. P14416. HEK293 T-REx D2 cells, calcium flux agonist mode. activation, % at 2 µM. 340,000 compounds, 0.53% hits. AID 485358;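 active means activation over 3 SD above normal in the single-dose calcium agonist read, cut at about 30% in these data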; further: 0% is about no effect
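HEK293 Trex D2 cells, tetracycline-induced, o/n 30 C 5% CO2; no-wash Ca dye, RT 30–90 min; 10-cycle baseline, 23 nl cpd added, kinetic Ca read 180 s; agonist hits = positive Ca response.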
TRHR ag: activates the human TRH receptor; P34981; TRHR cells, calcium flux fluo-8, FDSS agonist mode; activation, % at 2 µM; 360,000 compounds, 0.18% hits; AID 493084; in the data active means activation above about 30%; further: 0% is about no effect
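Agonist-mode FDSS calcium read (Ex 480/Em 530, 1 s cycles) in 1536-well TRHR cells with fluo-8 dye, after 10-cycle baseline and 23 nL compound addition; TRH at EC20 (10 nM final) added afterwards for the enhancer phase.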
USP1 inh: inhibitors of human USP1/UAF1 deubiquitinase. 390,000 compounds, 0.23% hits. O94782. recombinant USP1/UAF1, Ub-Rhodamine cleavage fluorescence. Potency, µM (series often up to 57.1 µM), without a hit: top-dose activity change, negative = inhibition, actives largely listed as inhibitors; further: potency means the concentration at half of the fitted maximal effect; on the % scale 0 is the no-effect control and ±100 the full control effect; nearly all actives have a fitted effect of over 60% in size; inactives centre near -12
Target sequence (O94782 whole entry, looked up): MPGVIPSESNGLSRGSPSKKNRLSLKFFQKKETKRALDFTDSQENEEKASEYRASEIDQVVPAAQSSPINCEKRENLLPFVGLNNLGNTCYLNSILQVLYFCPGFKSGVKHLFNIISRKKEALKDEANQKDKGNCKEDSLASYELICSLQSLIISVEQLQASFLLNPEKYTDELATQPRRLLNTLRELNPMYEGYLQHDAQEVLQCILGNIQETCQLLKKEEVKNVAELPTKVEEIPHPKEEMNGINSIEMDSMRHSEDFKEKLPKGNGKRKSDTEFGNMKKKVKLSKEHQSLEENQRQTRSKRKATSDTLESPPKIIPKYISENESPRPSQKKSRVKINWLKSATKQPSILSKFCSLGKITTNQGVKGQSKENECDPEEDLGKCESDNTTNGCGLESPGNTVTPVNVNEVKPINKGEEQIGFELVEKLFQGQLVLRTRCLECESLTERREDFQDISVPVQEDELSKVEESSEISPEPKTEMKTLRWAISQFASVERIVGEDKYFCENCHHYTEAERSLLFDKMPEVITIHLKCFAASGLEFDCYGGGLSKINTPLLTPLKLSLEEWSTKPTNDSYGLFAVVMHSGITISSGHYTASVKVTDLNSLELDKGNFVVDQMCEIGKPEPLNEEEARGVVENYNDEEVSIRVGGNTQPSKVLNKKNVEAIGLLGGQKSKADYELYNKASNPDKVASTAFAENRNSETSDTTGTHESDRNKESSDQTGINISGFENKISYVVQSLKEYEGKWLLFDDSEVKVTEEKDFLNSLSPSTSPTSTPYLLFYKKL
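Step one: compound is pinned into 1nM USP1/UAF1 in HEPES pH 7.8 buffer with TCEP. Step two: 15 min room-temperature incubation. Step three: Ub-Rho (150nM final) starts cleavage, tracked by fluorescence over six one-minute reads.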
TRHR enhancer: allosteric enhancers of human TRH receptor | P34981 | TRHR cells, fluo-8 calcium fluorescence, EC20 TRH enhancement | enhancement, % at 2 µM | 360,000 compounds, 0.66% hits | AID 493056; in the data active means enhancement above about 30%; further: 0% is about no effect
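Enhancer read-out: after compound pinning and an initial kinetic agonist-mode read, an EC20 of TRH (10 nM final) was injected and fluo-8 calcium signal (Ex 480/Em 530) followed at 1 s/cycle for 100 cycles in TRHR-expressing cells.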
Pin1 inh: human Pin1 inhibition; Potency, µM (highest dose often 115 µM), for the others: at the top dose activity, negative = inhibition, usual class: inhibitors; Q13526; Pin1 FP peptide displacement, HiFluor488, 10 min; 390,000 compounds, 0.009% hits; active means well fitted inhibition curve with a large enough effect in the polarisation, with a control signal flat, not every such curve was filed as active; inconclusive means small, poorly fitted or top-dose-only effect, or effect the other way, or a change in a side signal; inactive means no such curve, though single readings can be large or run the other way; the % refers to the polarisation; further: potency means the concentration at half of the fitted maximal effect; on the % scale 0 is the no-effect control and ±100 the full control effect
Target sequence (Q13526 whole entry, looked up): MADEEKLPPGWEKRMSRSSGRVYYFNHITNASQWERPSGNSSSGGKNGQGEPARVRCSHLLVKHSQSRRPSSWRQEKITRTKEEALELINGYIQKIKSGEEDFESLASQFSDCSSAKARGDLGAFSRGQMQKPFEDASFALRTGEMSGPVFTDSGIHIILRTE
TrxR1 substrate: rat thioredoxin reductase 1 substrate activity. purified TrxR1 substrate turnover, NADPH consumption readout. Potency, µM (top dose mostly 114 µM), without a hit: at the top dose activity change, negative = substrate turnover. O89049. 390,000 compounds, 0.01% hits. AID 588456; further: potency means the concentration at half of the fitted maximal effect; on the % scale 0 is the no-effect control and ±100 the full control effect; nearly all actives have a fitted effect of over 50% in size
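Rat TrxR1, dispensed at 90 nM, was prereduced with 400 uM NADPH (final) for 5 min at ~22 deg C, then incubated with compound 15 min before 400 uM selenite. A first-read NADPH fluorescence drop versus no-compound background flagged substrates.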
mIDH1 inhibitor: human IDH1 R132H inhibition | IDH1-R132H enzyme, NADPH consumption, diaphorase/resazurin fluorescence | Potency, µM (top dose mostly 76.6 µM), inactives show top-dose activity change, negative = inhibition, most hits filed as inhibitors | 390,000 compounds, 0.093% hits; further: potency means the concentration at half of the fitted maximal effect; on the % scale 0 is the no-effect control and ±100 the full control effect; nearly all actives have a fitted effect of over 65% in size
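IDH1-R132H (0.5 ug/mL) preincubated 30 min with compound, then NADPH (0.016 mM) and alpha-KG (2 mM) added; 80 min at RT, pH 7.5. Remaining NADPH coupled via diaphorase/resazurin to fluorescence (540/590 nm); concentration-response curves normalized to no-enzyme control.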
An asterisk follows results filed as active; ? = inconclusive; . = not tested or not shown; [ ] = dose if it differs, or a comment. Unless noted, the call rests on the fitted dose curve; in most records, active means well fitted inhibition curve with a large enough effect; inconclusive means small, poorly fitted or top-dose-only effect; inactive means no such curve, though single readings can be large or run the other way.

Order of results: D2 antagonist	TrxR1 inh	D2 ag	TRHR ag	USP1 inh	TRHR enhancer	Pin1 inh	TrxR1 substrate	mIDH1 inhibitor
1) COc1cccc(Nc2nc(-c3sc(C)nc3C)cs2)c1
→ 3	32%	0.4	-1.4	-27%	-9	-1%	14%[2.29 µM]	12%
2) COc1ccc(C(=O)N/N=C\C(C)=C\c2ccccc2)cc1OC
→ .	-6%[57.1 µM]	.	.	0%	.	2%	-1%[57.1 µM]	1%
3) O=C(NCc1ccco1)c1cccc(C(F)(F)F)c1
→ -7	-3%	1.8	0.5	-22%	5	-2%	7%	8%
4) CCOc1ccc(/C=N/NC(=O)c2nnn(-c3nonc3N)c2COc2ccc(F)cc2)cc1
→ -9	7%[57.1 µM]	2.4	1.8	-14%	1	16%	49%	-1%
5) CCCc1cc(=O)[nH]c(SCC(=O)Nc2ccc(S(=O)(=O)N3CCCC3)cc2)n1
→ .	1%[57.1 µM]	.	.	-14%	.	1%	5%[57.1 µM]	6%
6) Cc1ccc(NC(=S)NNC(=O)CSc2nc3ccccc3c(=O)n2-c2ccc(C)cc2)cc1
→ 7	-11%[57.1 µM]	0.5	-0.6	-13%	1	17%	-9%	5%
7) O=S(=O)(c1cccc2cccnc12)N1CCN(Cc2ccc3c(c2)OCO3)CC1
→ -3	10%[0.457 µM]	0.9	-1.0	-14%	1	2%	-27%[57.1 µM]	0%
8) O=C(Nc1ccc(F)cc1)Nc1nnc(SCC(=O)N2CCCCC2)s1
→ .	6%[57.1 µM]	0.3	0.3	-16%	2	-7%	2%[57.1 µM]	6%
9) Cc1noc(C)c1NC(=O)Nc1ccc2c(c1)C(=O)N([C@H](C)CO)C[C@H](C)[C@H](CN(C)C)O2
→ .	-9%	.	.	-16%	.	-1%	2%	-7%
10) CS(=O)(=O)N(CCc1ccccc1)CC(=O)NCc1ccccc1
→ -5	19%	-0.2	0.4	-6%	-8	-7%	5%	10%
11) CCOC(=O)Cc1csc(NC(=O)CN2CCOCC2)n1
→ 9	14%	-0.2	-0.1	8%	-5	0%	-1%	0%
12) Cc1cc(C)c(C)c(S(=O)(=O)NC2CCN(Cc3ccccc3)CC2)c1C
→ -27	7%	-1.8	0.6	-28%	3	4%	3%[57.1 µM]	-5%
13) COCC(C)N=CC1=C(O)CC(C)(C)CC1=O (stereo unspecified)
→ -3	10%[57.1 µM]	0.7	0.8	0%	7	5%	3%[57.1 µM]	11%
14) Cc1cc(C)n(/N=C/c2cc([N+](=O)[O-])ccc2O)c(=O)c1
→ -6	-16%	-1.1	0.5	-22%	11	-9%	-15%	9%
15) Cc1cc(O)cc2c1C(c1ccc(F)cc1)CC1(CC(C)(C)NC(=S)N1)O2 (stereo unspecified)
→ 14	15%[57.1 µM]	2.8	-0.1	-13%	-8	6%	8%	1%
16) COc1ccc2c(c1)[C@H]1[C@H](CO2)[C@H](c2ccccc2)[C@]2(C)C(=O)Nc3ccc(F)cc3C(=O)N12
→ .	10%	.	.	-26%	.	10%	4%	5%
17) CCNc1ccc(C2(O)C(=O)c3ccccc3C2=O)cc1
→ -3	15%[57.1 µM]	0.5	0.0	-4%	4	6%	-10%[57.1 µM]	4%
18) CSc1ccc(S(=O)(=O)NCC(=O)OC(C)C(=O)NCc2ccccc2)cc1[N+](=O)[O-] (stereo unspecified)
→ 12	?	0.2	-0.1	-13%	-5	-2%	-8%	2%
19) Cc1cc(=O)n(CC(=O)Nc2ccc(Cl)c(Cl)c2)c(-n2nc(C)cc2C)n1
→ .	10%[57.1 µM]	-0.1	-0.7	-32%	10	14%	-8%[57.1 µM]	-2%
20) COc1ccccc1NS(=O)(=O)c1cc(NC(=O)CCNC(C)=O)ccc1N1CCCCC1
→ -4	1%	0.6	0.4	-11%	-6	-9%	-9%	4%
21) CCCN(CC(=O)Nc1ccc(Cl)cc1Cl)C(=O)/C=C/c1ccco1
→ 17	-13%[57.1 µM]	42*	0.6	-12%	-5	9%	0%[57.1 µM]	-5%
22) CCOc1ccc(OCc2ccc(C(=O)N3CCc4ccccc4C3)o2)cc1
→ -7	-2%	-0.3	-1.1	-16%	0	8%	1%	-1%
23) COc1ccc(NCc2cccn2-c2nnc(N3CCCCC3)s2)cc1OC
→ .	?	-0.8	-0.5	-26%	-11	-1%	-9%	8%
24) C/C(O)=C(/C#N)c1nc2ccccc2[nH]1
→ -10	-9%[57.1 µM]	-0.6	1.1	8%	-9	4%	-4%[57.1 µM]	3%
25) CC(=O)c1cc2c(cc1NC(=O)C1CN(C(C)=O)c3ccccc3O1)OCO2 (stereo unspecified)
→ .	11%	.	.	-23%	.	-4%	11%	3%
26) Cc1ccc(C(=O)N/N=C/c2ccc(S(=O)(=O)O)o2)c(Cl)c1
→ .	11%[57.1 µM]	.	0.6	-16%	-2	-1%	10%[57.1 µM]	4%
27) CCCc1cc(=O)oc2cc(C)c3c(-c4ccccc4)c(C)oc3c12
→ .	33%	0.2	-0.6	-20%	-7	-1%	21%	0%
28) COc1ccc(CN(C)CC(=O)Nc2ccc(SC(F)F)cc2)cc1OC
→ 1	-6%[57.1 µM]	0.9	0.5	-1%	0	-2%	3%[57.1 µM]	-4%
29) CCOC(=O)c1scc(-c2ccc(C)cc2)c1S(=O)(=O)Nc1ccc(F)c(F)c1
→ .	24%[57.1 µM]	0.2	-0.6	-8%	20	-2%	2%[57.1 µM]	-22%
30) O=C1C(=O)N(CCO)C(c2ccccc2)/C1=C(\O)c1ccccc1 (stereo unspecified)
→ -9	-4%	-0.5	0.8	-18%	-3	-15%	-2%	3%

Molecules from the list above that have a nitro group on carbon, in the order listed:
Order of results: D2 antagonist	TrxR1 inh	D2 ag	TRHR ag	USP1 inh	TRHR enhancer	Pin1 inh	TrxR1 substrate	mIDH1 inhibitor
14) Cc1cc(C)n(/N=C/c2cc([N+](=O)[O-])ccc2O)c(=O)c1
→ -6	-16%	-1.1	0.5	-22%	11	-9%	-15%	9%
18) CSc1ccc(S(=O)(=O)NCC(=O)OC(C)C(=O)NCc2ccccc2)cc1[N+](=O)[O-] (stereo unspecified)
→ 12	?	0.2	-0.1	-13%	-5	-2%	-8%	2%

(list continues)
Order of results: D2 antagonist	TrxR1 inh	D2 ag	TRHR ag	USP1 inh	TRHR enhancer	Pin1 inh	TrxR1 substrate	mIDH1 inhibitor
31) CCOC(=O)c1ccccc1NS(=O)(=O)c1ccc(N2CCCCS2(=O)=O)cc1
→ .	5%[57.1 µM]	4.6	-0.2	-7%	-4	1%	-2%[57.1 µM]	4%
32) CCCc1cc(C(=O)N2CCCC(C(=O)c3cccc4ccccc34)C2)n(C)n1 (stereo unspecified)
→ .	17%	.	-0.6	-23%	46*	0%	-1%	-8%
33) CN(CC(=O)Nc1ccccc1C(F)(F)F)C(=O)CSCc1ccccc1
→ 11	14%	0.5	-0.3	-4%	0	-12%	-2%[57.1 µM]	-1%
34) Cc1ccc(N2CCN(C(=S)c3ccc(-c4ccccc4[N+](=O)[O-])o3)CC2)cc1
→ -3	-20%[57.1 µM]	-0.3	0.4	-8%	-4	0%	-7%	4%
35) CCOC(=O)c1ccc(NC(=O)C2=C(C)Nc3nc(SCc4ccc(Cl)cc4)nn3C2c2ccc(OC)cc2)cc1 (stereo unspecified)
→ .	13%	-0.8	-1.1	-15%	-3	-2%	7%	-22%
36) Cc1ccc(/C=C/C(=O)Nc2ccc(Cl)cc2Cl)cc1
→ .	7%[57.1 µM]	0.1	0.8	-5%	11	0%	-4%[57.1 µM]	-15%
37) COc1cc(OC)cc(C(=O)N[C@H](C(=O)OCn2nnc3ccccc3c2=O)C(C)C)c1
→ -12	16%[57.1 µM]	-0.7	0.8	-18%	-13	0%	7%[57.1 µM]	8%
38) COc1ccc(OC)c(/C=N/NC(=O)CCCC(=O)Nc2cccc(Br)c2)c1
→ 68*	6%	1.4	0.7	-7%	-8	0%	82%[activator]	20%
39) CCOC(=O)C1=C(C)N(C)C(=O)C1CC(=O)O (stereo unspecified)
→ -15	-17%	-1.0	-2.8	9%	10	?	-3%	-18%
40) Cc1cccc2cc(CN(Cc3nnnn3C3CCCCC3)C3CCCC3)c3nnnn3c12
→ -2	3%	-0.4	-0.3	-15%	1	8%	-3%	-2%
41) CCOCCCNC(=O)C1CCCN(Cc2nc(-c3ccc(CC)cc3)oc2C)C1 (stereo unspecified)
→ .	20%	0.2	-0.6	-13%	32*	4%	1%	0%
42) Cc1ccc2n(n1)c(=O)c(Cc1ccccc1)c([O-])[n+]2-c1ccccc1
→ 5	-6%	1.6	0.6	-9%	-1	-14%	-3%	6%
43) COc1ccc(NC(=O)CN(C)C(=O)Cc2c[nH]c3ccccc23)cc1
→ -31	2%	0.0	-0.3	7%	8	3%	-4%	1%
44) COc1cc(C(c2c(C)[nH][nH]c2=O)c2c(C)[nH][nH]c2=O)cc(OC)c1OC
→ 3	-11%	1.0	1.5	-25%	4	-4%	0%	5%
45) Cc1ccc(C(=O)NCc2ccc(F)cc2)cc1NC(=O)c1nsc2ccccc12
→ .	11%[57.1 µM]	0.1	0.1	-24%	-2	14%	-1%[57.1 µM]	-8%

Not all compounds are listed, so the mix of outcomes need not match the whole.
